ANO1 block: TMEM16A chloride channel inhibitors, primary screen, cell-based, HTS | HEK293 TMEM16A/YFP iodide influx fluorescence, ionomycin | normalized B-score (activity score, 25-100; higher = stronger inhibition) at 10 µM | actives 1.2% (n = 310,000) | AID 588511, 2011 | Anoctamin-1 (Mus musculus), Q8BHY3;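 active means ratio plate-corrected score three or more library SD toward inhibition, starting fluorescence score within five deviations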;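 further: score derived from kinetic fluorescence span divided by baseline fluorescence per well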
DYRK1A inh: rat Dyrk1A kinase inhibitors, primary screen, biochemical, single point, plate reader; Dual specificity tyrosine-phosphorylation-regulated kinase 1A (Rattus norvegicus), Q63470; ADP-Glo luminescence, NFATc1 peptide; inhibition, % at 12.5 µM; actives 0.43% (n = 310,000); in the data active means inhibition above about 50%;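 further: plate controls were vehicle with enzyme for no effect and no enzyme for full effect; many of its hits are not listed in these tables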
hERG protect: hERG rescue from dofetilide block, primary screen, cell-based, CHO-hERG, FluxOR thallium flux, dofetilide IC70 | dofetilide IC70 present | AID 1511, 2009 | Voltage-gated inwardly rectifying potassium channel KCNH2 (Homo sapiens), Q12809 | activation (rescue from dofetilide block), less the hit threshold, % at 10 µM | actives 0.51% (n = 310,000);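 active means activation above the mean of controls blocked by dofetilide plus 5 SD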;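 further: thallium influx through hERG after potassium depolarization seen as dye fluorescence rise; in these data hits start at about 4.7%; inactives centre near -7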
ANO1 activ: TMEM16A chloride channel activators or potentiators, primary screen, cell-based, HTS. Anoctamin-1 (Mus musculus), Q8BHY3. HEK293 TMEM16A/YFP-H148Q/I152L, iodide quench fluorescence; hits give low values. B-score at 10 µM. actives 0.3% (n = 340,000). AID 623877, 2012;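 active means fluorescence-ratio B-score plate-corrected deviation score at least 3 library SD below zero, with starting fluorescence score within 5 deviations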;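 further: channel opened by trigger with iodide after compound preincubation; score built on the fluorescence ratio of max minus min over baseline; more negative score means more quench and so TMEM16A activation or potentiation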
TRPC4 PAM: positive allosteric modulators of TRPC4, primary screen, cell-based, mouse TRPC4beta, HEK293 mu-opioid, Fluo-4 calcium; DAMGO EC20, Fluo-4 Ca2+ flux; hits give high values; B-score at 10 µM; actives 0.42% (n = 310,000); AID 2227, 2009;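 active means B-score of calcium response area above 5 SD of library B-scores, with initial fluorescence ratio within 5 SD of library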;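 further: B-score of integrated fluorescence ratio over time as area under calcium response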
Target sequence (Q9QUQ5 whole entry, looked up): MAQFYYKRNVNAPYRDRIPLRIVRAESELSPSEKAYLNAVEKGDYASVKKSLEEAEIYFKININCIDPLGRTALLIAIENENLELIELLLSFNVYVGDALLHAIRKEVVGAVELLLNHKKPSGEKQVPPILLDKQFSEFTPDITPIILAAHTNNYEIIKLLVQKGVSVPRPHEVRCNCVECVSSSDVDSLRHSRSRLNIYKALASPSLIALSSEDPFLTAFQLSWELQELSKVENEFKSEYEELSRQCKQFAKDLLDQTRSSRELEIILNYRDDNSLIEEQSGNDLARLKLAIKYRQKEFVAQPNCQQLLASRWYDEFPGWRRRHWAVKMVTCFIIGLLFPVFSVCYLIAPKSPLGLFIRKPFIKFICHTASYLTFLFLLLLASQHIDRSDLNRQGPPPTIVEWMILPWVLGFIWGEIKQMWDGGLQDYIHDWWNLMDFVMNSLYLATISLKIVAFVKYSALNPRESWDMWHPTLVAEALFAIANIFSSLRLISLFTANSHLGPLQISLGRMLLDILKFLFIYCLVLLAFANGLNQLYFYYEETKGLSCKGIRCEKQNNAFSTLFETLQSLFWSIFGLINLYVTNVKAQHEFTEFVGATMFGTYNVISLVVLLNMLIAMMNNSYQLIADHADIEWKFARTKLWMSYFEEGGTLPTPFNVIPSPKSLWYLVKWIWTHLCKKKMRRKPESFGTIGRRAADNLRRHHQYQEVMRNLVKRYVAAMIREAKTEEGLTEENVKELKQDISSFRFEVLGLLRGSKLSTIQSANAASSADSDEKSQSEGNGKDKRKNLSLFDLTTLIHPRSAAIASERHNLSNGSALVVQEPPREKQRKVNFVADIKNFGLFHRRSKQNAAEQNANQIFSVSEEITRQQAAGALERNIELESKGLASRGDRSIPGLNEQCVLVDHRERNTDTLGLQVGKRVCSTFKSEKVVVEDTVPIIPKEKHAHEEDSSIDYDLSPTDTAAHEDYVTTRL
KCNQ1 block: inhibitors of human KCNQ1 channel, primary screen, cell-based, thallium flux, high-throughput; Potassium voltage-gated channel subfamily KQT member 1 (Homo sapiens), P51787; CHO-K1 KCNQ1, FluxOR thallium flux fluorescence; hits give high values; B-score at 10 µM; actives 1.3% (n = 310,000); AID 2642, 2010;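 active means compounds whose thallium flux B-score, printed positive for inhibition, exceeds three library SD while starting fluorescence stays within three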;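 further: channel opened by potassium depolarization with thallium stimulus after 20 min compound exposure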
KCNK3 block: human KCNK3 channel inhibitors, primary screen, CHO cells, FluxOR thallium flux, B-score | Potassium channel subfamily K member 3 (Homo sapiens), O14649 | FluxOR fluorescence; hits give low values | B-score at 10 µM | actives 0.84% (n = 340,000) | AID 602410, 2012;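 active means B-score under library mean minus 4 SD, starting fluorescence ratio at most library mean plus 5 SD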;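 further: more negative B-score means stronger inhibition of thallium flux through KCNK3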
KCNQ1 act: potentiators or activators of KCNQ1 channel, primary screen, cell-based, thallium flux, high-throughput | CHO-K1 KCNQ1, thallium flux FluxOR fluorescence; hits give high values | B-score at 10 µM | Potassium voltage-gated channel subfamily KQT member 1 (Homo sapiens), P51787 | actives 0.35% (n = 310,000);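 active means fluorescence ratio B-score, a plate-corrected score, at least three library SD, with initial intensity B-score within 5 SD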
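Doses: Single concentration per compound, DMSO matched to controls | Test system: KCNQ1-transfected CHO-K1 cells | Timing: 90 min dye loading and 20 min compound exposure, both at room temperature | Measured by: Kinetic FluxOR thallium fluorescence, 10-s 1-Hz baseline, 110-s post-stimulus read | Medium: Assay buffer with matched DMSO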
HDAC3 inhib: HDAC3 deacetylase inhibitors, primary screen, biochemical, fluorescence, cell-free homogeneous; AID 2718, 2010; Histone deacetylase 3 (Homo sapiens), O15379; recombinant HDAC3, fluorogenic peptide/trypsin coupled; actives 0.15% (n = 320,000); inhibition, % at 8.3 µM; in the data active means inhibition above about 26%, passing the limit was not always enough
KCNK9 inh: KCNK9 potassium channel inhibitors, primary screen, HEK293 cells, thallium flux. FluxOR thallium flux fluorescence; hits give low values. B-score at 10 µM. actives 1.2% (n = 310,000);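 active means ratio B-score over 3 SD below the library mean, with starting fluorescence within 5 SD of its mean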;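 further: negative B-score means less thallium flux so channel inhibition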
TRPC4 act: activators of mouse TRPC4 channel, primary screen, Fluo4 calcium, HEK293 TRPC4beta/mu-opioid cells; Short transient receptor potential channel 4 (Mus musculus), Q9QUQ5; Fluo4 calcium fluorescence; hits give high values; B-score at 10 µM; actives 0.49% (n = 310,000); AID 2237, 2010;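 active means B-score above 5 SD of library B-scores, and initial fluorescence ratio not above library mean plus 5 SD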;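 further: positive B-score marks a calcium rise read as TRPC4 activation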
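System: HEK293 cells stably co-expressing mouse TRPC4beta and mu-opioid receptor; Schedule: Fluo4 dye loading 45 min at room temperature, 110 s recording; Detection: Fluo4 fluorescence, kinetic; Evaluation: B-scored integrated calcium fluorescence ratio; Controls: buffer (low) and maximal DAMGO (high).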
An asterisk follows results filed as active. These rows are one share of the data, so the mix of outcomes need not match the whole.

Results for O=C(NCC(c1cccs1)N1CCOCC1)c1ccc(Cl)c(S(=O)(=O)N2CCOCC2)c1 (configuration not stated) ?
ANO1 block: inactive; DYRK1A inh: 11.9; hERG protect: -17.4; ANO1 activ: inactive; TRPC4 PAM: inactive; KCNQ1 block: inactive; KCNK3 block: inactive; KCNQ1 act: inactive; KCNK9 inh: inactive; TRPC4 act: inactive

Results for Cc1ccc(C(=O)Nc2nnc(SCC(=O)N3CCCc4ccccc43)s2)cc1 ?
ANO1 block: inactive; DYRK1A inh: -5.5; hERG protect: -6.7; ANO1 activ: inactive; TRPC4 PAM: inactive; KCNQ1 block: inactive; KCNK3 block: inactive; KCNQ1 act: inactive; HDAC3 inhib: 4.1; KCNK9 inh: inactive; TRPC4 act: inactive

What do the screens show for `Cc1ccc(C)c(Oc2coc3cc(OC(=O)c4cccs4)ccc3c2=O)c1`?
ANO1 block: inactive; DYRK1A inh: 1.6; hERG protect: -3.6; ANO1 activ: inactive; TRPC4 PAM: inactive; KCNQ1 block: inactive; KCNK3 block: inactive; KCNQ1 act: inactive; HDAC3 inhib: 16.2; KCNK9 inh: inactive; TRPC4 act: inactive

Results for COc1ccccc1NC(=O)Nc1nc(CC(=O)Nc2ccc(F)c(F)c2)cs1 ?
ANO1 block: inactive; DYRK1A inh: -2.4; hERG protect: -7.1; ANO1 activ: inactive; TRPC4 PAM: inactive; KCNQ1 block: inactive; KCNK3 block: inactive; KCNQ1 act: inactive; HDAC3 inhib: -0.3; KCNK9 inh: inactive; TRPC4 act: inactive

How did C=CCNC(=S)N1CCC(Cc2ccccc2)CC1 do in these assays?
ANO1 block: inactive; DYRK1A inh: 2.6; hERG protect: -9.4; ANO1 activ: inactive; TRPC4 PAM: inactive; KCNQ1 block: inactive; KCNK3 block: inactive; KCNQ1 act: inactive; HDAC3 inhib: 3.4; KCNK9 inh: inactive; TRPC4 act: inactive

How did CCCOc1cccc(OCC(=O)Nc2nc3ccccc3[nH]2)c1 do in these assays?
ANO1 block: inactive; DYRK1A inh: -0.9; hERG protect: -7.3; ANO1 activ: inactive; TRPC4 PAM: inactive; KCNQ1 block: inactive; KCNK3 block: inactive; KCNQ1 act: inactive; HDAC3 inhib: 11.2; KCNK9 inh: inactive; TRPC4 act: inactive

What do the screens show for `CN(CC(=O)Nc1cccc(F)c1)C(=O)c1cn(-c2ccccc2)nc1-c1cccs1`?
ANO1 block: inactive; DYRK1A inh: -2.7; hERG protect: -11.3; ANO1 activ: inactive; TRPC4 PAM: inactive; KCNQ1 block: 8*; KCNK3 block: inactive; KCNQ1 act: inactive; HDAC3 inhib: 4.8; KCNK9 inh: inactive; TRPC4 act: inactive

How did c1ccc(-n2cnnc2SCc2cn3ccccc3n2)cc1 do in these assays?
ANO1 block: inactive; DYRK1A inh: -2.7; hERG protect: -6.4; ANO1 activ: inactive; TRPC4 PAM: inactive; KCNQ1 block: inactive; KCNK3 block: inactive; KCNQ1 act: inactive; HDAC3 inhib: 4.4; KCNK9 inh: inactive; TRPC4 act: inactive

How did Cc1cc2c(s1)c1cnn(Cc3ccccc3F)c(=O)c1n2C do in these assays?
ANO1 block: inactive; DYRK1A inh: 2.3; hERG protect: -4.0; ANO1 activ: inactive; TRPC4 PAM: inactive; KCNQ1 block: inactive; KCNK3 block: inactive; KCNQ1 act: inactive; HDAC3 inhib: -4.3; KCNK9 inh: inactive; TRPC4 act: inactive

Results for COc1ccc(NS(=O)(=O)c2ccc(N3C(=O)CCC3=O)cc2)cc1 ?
ANO1 block: inactive; DYRK1A inh: -0.2; hERG protect: -13.1; ANO1 activ: inactive; TRPC4 PAM: inactive; KCNQ1 block: inactive; KCNK3 block: inactive; KCNQ1 act: inactive; HDAC3 inhib: 6.0; KCNK9 inh: inactive; TRPC4 act: inactive

What do the screens show for `NC(=O)c1ccc(Oc2cccc3cccnc23)c([N+](=O)[O-])c1`?
ANO1 block: inactive; DYRK1A inh: -0.8; hERG protect: -17.8; ANO1 activ: inactive; TRPC4 PAM: inactive; KCNQ1 block: inactive; KCNK3 block: inactive; KCNQ1 act: inactive; HDAC3 inhib: -6.2; KCNK9 inh: inactive; TRPC4 act: inactive

What do the screens show for `Cc1cc(NC(=O)CSc2nc(C(C)C)nc3ccccc23)no1`?
ANO1 block: inactive; DYRK1A inh: 5.1; hERG protect: -13.8; ANO1 activ: inactive; TRPC4 PAM: inactive; KCNQ1 block: inactive; KCNK3 block: inactive; KCNQ1 act: inactive; HDAC3 inhib: 2.5; KCNK9 inh: inactive; TRPC4 act: inactive

How did Cc1ccc(C)c(NC(=O)C2CCCN2/C=C/C(=O)C(F)(F)F)c1 (configuration not stated) do in these assays?
ANO1 block: inactive; DYRK1A inh: 3.3; hERG protect: -12.5; ANO1 activ: inactive; TRPC4 PAM: inactive; KCNQ1 block: inactive; KCNK3 block: inactive; KCNQ1 act: inactive; HDAC3 inhib: 19.5; KCNK9 inh: inactive; TRPC4 act: inactive

What do the screens show for `O=C1Nc2ccccc2SC1c1ccccc1` (configuration not stated)?
ANO1 block: inactive; DYRK1A inh: -4.4; hERG protect: -10.3; ANO1 activ: inactive; TRPC4 PAM: inactive; KCNQ1 block: inactive; KCNK3 block: inactive; KCNQ1 act: inactive; HDAC3 inhib: -0.8; KCNK9 inh: inactive; TRPC4 act: inactive

Results for O=C(O)c1ccc(-n2nc(C(F)(F)F)c3c2-c2ccoc2CC3)cc1 ?
ANO1 block: inactive; DYRK1A inh: 12.4; hERG protect: -11.9; ANO1 activ: inactive; TRPC4 PAM: inactive; KCNQ1 block: inactive; KCNK3 block: inactive; KCNQ1 act: inactive; HDAC3 inhib: 2.0; KCNK9 inh: inactive; TRPC4 act: inactive

Results for Cc1ccc2[nH]c(=O)c(CN(Cc3ccco3)C(=O)CN3CCCC(C)C3)cc2c1 (configuration not stated) ?
ANO1 block: inactive; hERG protect: -17.4; ANO1 activ: inactive; TRPC4 PAM: inactive; KCNQ1 block: inactive; KCNK3 block: inactive; KCNQ1 act: inactive; HDAC3 inhib: 0.9; KCNK9 inh: inactive; TRPC4 act: inactive

How did CN1CCN(C(=O)C(C(=O)c2ccc(F)cc2)n2ccccc2=O)CC1 (configuration not stated) do in these assays?
ANO1 block: inactive; DYRK1A inh: -7.8; hERG protect: -10.8; ANO1 activ: inactive; TRPC4 PAM: inactive; KCNQ1 block: inactive; KCNK3 block: inactive; KCNQ1 act: inactive; HDAC3 inhib: -3.3; KCNK9 inh: inactive; TRPC4 act: inactive

What do the screens show for `CC(C)(C)C(=O)Nc1ccc(N2CCCC2)cc1`?
ANO1 block: inactive; DYRK1A inh: -5.6; hERG protect: -2.1; ANO1 activ: inactive; TRPC4 PAM: inactive; KCNQ1 block: inactive; KCNK3 block: inactive; KCNQ1 act: inactive; HDAC3 inhib: -2.4; KCNK9 inh: inactive; TRPC4 act: inactive

How did CCCC(=O)N(c1ccc2oc(C)c(C(C)=O)c2c1)S(=O)(=O)c1ccc(C(=O)O)cc1 do in these assays?
ANO1 block: inactive; DYRK1A inh: -1.9; hERG protect: -5.1; ANO1 activ: inactive; TRPC4 PAM: inactive; KCNQ1 block: inactive; KCNK3 block: inactive; KCNQ1 act: inactive; HDAC3 inhib: 2.6; KCNK9 inh: inactive; TRPC4 act: inactive

How did O=C(CNC(=O)c1ccccc1Cl)N/N=C/c1ccc([N+](=O)[O-])s1 do in these assays?
ANO1 block: inactive; DYRK1A inh: 5.5; hERG protect: -10.6; ANO1 activ: inactive; TRPC4 PAM: inactive; KCNQ1 block: inactive; KCNK3 block: inactive; KCNQ1 act: inactive; HDAC3 inhib: 11.2; KCNK9 inh: inactive; TRPC4 act: inactive

What do the screens show for `COC(=O)C1C(c2ccc(OC)cc2)NC(=O)NC1(O)C(F)(F)Cl` (configuration not stated)?
ANO1 block: inactive; DYRK1A inh: -0.8; hERG protect: -13.3; ANO1 activ: inactive; TRPC4 PAM: inactive; KCNQ1 block: inactive; KCNK3 block: inactive; KCNQ1 act: inactive; HDAC3 inhib: -1.1; KCNK9 inh: inactive; TRPC4 act: inactive

What do the screens show for `CC(=O)c1c(C)[nH]c(C(=O)OCc2ccccc2F)c1C`?
ANO1 block: inactive; DYRK1A inh: 9.7; hERG protect: -6.8; ANO1 activ: inactive; TRPC4 PAM: inactive; KCNQ1 block: inactive; KCNK3 block: inactive; KCNQ1 act: inactive; HDAC3 inhib: 3.1; KCNK9 inh: inactive; TRPC4 act: inactive

How did CCCC(c1nnnn1C(C)(C)CC)N1CCN(C2CCCC2)CC1 (configuration not stated) do in these assays?
ANO1 block: inactive; DYRK1A inh: -0.6; ANO1 activ: inactive; KCNK3 block: inactive; HDAC3 inhib: 2.0

What do the screens show for `C(=N\N1CCN(c2ccccn2)CC1)/C1=C(N2CCOCC2)C(=C/c2ccccc2)/CC1`?
ANO1 block: inactive; DYRK1A inh: 1.1; hERG protect: -9.7; ANO1 activ: inactive; TRPC4 PAM: inactive; KCNQ1 block: inactive; KCNK3 block: inactive; KCNQ1 act: inactive; HDAC3 inhib: -1.6; KCNK9 inh: inactive; TRPC4 act: inactive

Results for CCOC(=O)C1=C(c2ccccc2)Nc2nc(C)nn2C1c1cccc(OC)c1OC (configuration not stated) ?
ANO1 block: inactive; DYRK1A inh: 0.6; hERG protect: -13.8; ANO1 activ: inactive; TRPC4 PAM: inactive; KCNQ1 block: inactive; KCNK3 block: inactive; KCNQ1 act: inactive; HDAC3 inhib: 0.4; KCNK9 inh: inactive; TRPC4 act: inactive

High-throughput results deposited in PubChem by several laboratories.
